Bioassay records: PubChem BioAssay, National Center for Advancing Translational Sciences (NCATS)
BRCA1 expr act: activators of BRCA1 expression; MCF7-BRCA1-FFLuc reporter, luminescence, 48 h; response scale: scaled: vehicle 0%, 10 µM genistein 100%; Potency, µM (top dose mostly 46.1 µM), for the others: top-dose activation, hits mostly activators; hit rate 1.1% among 380,000; AID 624202; note: potency is the fitted concentration of half-maximal effect; nearly all actives have a fitted effect of over 80% in size; some results filed as inactive show a strong effect at the top dose
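Luminescence from a BRCA1-driven firefly luciferase in MCF7 cells was read after 48 h compound exposure at 37 C. Data normalized against DMSO and a 10microM genistein activation control, then curve-fitted across the titration.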
p53 reactivation: restores transcriptional activity of mutant p53; H1299 p53-A138V BP100-luciferase reporter, luminescence, 24 h; Potency, µM (doses to about 92.2 µM), for the others: at the highest dose activity change, positive = activation, most hits filed as activators; hit rate 0.063% among 320,000; AID 504706; note: potency is the fitted concentration of half-maximal effect; % of control where 0% means no effect; nearly all actives have a fitted effect of over 45% in size
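H1299 (p53-null), stable ts p53-A138V + BP100-Luc; 1000 cells/well, Opti-MEM/10% FBS; cpd 4 pt, 1:5; 24 h, 37 deg C, 5% CO2; detection reagent 10 min RT; luminescence.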
ELG1 genotox: induces genotoxicity in HEK293T cells with luciferase-tagged ELG1 | HEK293T ELG1-luciferase reporter, luminescence, 16 h | Potency, µM (top dose mostly 46 µM), for the others: at the top dose activity change, positive = activation, actives largely listed as activators | hit rate 1.3% among 330,000; note: potency is the fitted concentration of half-maximal effect; % of control where 0% means no effect; nearly all actives have a fitted effect of over 60% in size
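Reporter readout depends on ELG1 protein level, which increases with genetic stress. After 16 hr compound exposure at 37 °C, luciferase activity was quantified using ONE-Glo.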
TRPV1 agonist: human TRPV1 agonism. hit rate 0.19% among 320,000. activation, % at 8.33 µM. AID 540275. Q8NER1. TRPV1-expressing cells, Fluo-8 calcium influx, agonist mode; in the data active = activation above about 80%; inconclusive = between about 30% and that limit; note: 0% is about no effect
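TRPV1-expressing cells were cultured overnight at 35.5C and loaded with Fluo-8 calcium dye for 40 to 90 min at room temperature. After a 10 s baseline, compound was added and calcium influx was read kinetically for 3 min (ex 480/em 520 nm).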
S-ASM inh: human S-ASM enzyme inhibition. P17405. placental ASM, HMU-PC fluorogenic substrate, 60 min. Potency, µM (titrated, usually from 57.5 µM), without a hit: at the top dose activity change, negative = inhibition, hits mostly inhibitors. hit rate 0.006% among 340,000. AID 504937; note: potency is the fitted concentration of half-maximal effect
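qHTS format. ASM enzyme prepared from human placenta hydrolyses the fluorogenic substrate HMU-PC0 (9 uM final) over 60 min at 37 °C after a 10 min compound preincubation.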
TSG101-PTAP inh: blocks PTAP/TSG101 interaction to inhibit HIV-1 budding | Q99816 | Fluorescence polarization, FITC-PTAP peptide / Tsg101 binding | Potency, µM (doses to about 115 µM), inactives show top-dose activity change, negative = inhibition, usual class: inhibitors | 340,000 tested, under 10 active; active = well fitted inhibition curve with a large enough effect in the main read-out, with a control signal flat, not every such curve was filed as active; inconclusive = small, poorly fitted or top-dose-only effect, or effect the other way, or a change in a side signal; inactive = no such curve, though single readings can be large or run the other way; note: potency is the fitted concentration of half-maximal effect; % of control where 0% means no effect
Target sequence (Q99816 whole entry, looked up): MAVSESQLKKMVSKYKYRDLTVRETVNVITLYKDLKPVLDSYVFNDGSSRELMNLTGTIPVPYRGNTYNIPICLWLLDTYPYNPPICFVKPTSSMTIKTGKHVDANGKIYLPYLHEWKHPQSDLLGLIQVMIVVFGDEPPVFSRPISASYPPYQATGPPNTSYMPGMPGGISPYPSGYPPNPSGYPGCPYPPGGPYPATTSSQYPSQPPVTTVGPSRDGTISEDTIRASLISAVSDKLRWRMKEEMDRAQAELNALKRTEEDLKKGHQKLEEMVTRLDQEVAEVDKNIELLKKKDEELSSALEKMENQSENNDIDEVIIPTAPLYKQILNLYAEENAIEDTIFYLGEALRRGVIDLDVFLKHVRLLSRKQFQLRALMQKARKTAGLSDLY
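Steps: Tsg101 binding domain dispensed (10 uM final), compounds pinned in DMSO, FITC-labeled PTAP-motif peptide added (50 nM final); after 20 min binding at room temperature, polarization measured.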
uPA surface inh: blocks generation of uPA at the cell surface | Potency, µM (top dose mostly 38.3 µM), for inactives: at the top dose activity change, negative = inhibition, usual class: inhibitors | cell surface uPA generation assay, qHTS | AID 540303 | hit rate 0.31% among 330,000; active = well fitted inhibition curve with a large enough effect; inconclusive = small, poorly fitted or top-dose-only effect; inactive = no such curve, though single readings can be large or run the other way; tested in mouse RAW 264.7 cells; note: potency is the fitted concentration of half-maximal effect; % is set by controls: 0 for no effect and ±100 for the full control effect; nearly all actives have a fitted effect of over 55% in size
B2AR arrestin: beta2AR (human) beta-arrestin recruitment activity; hit rate 0.02% among 330,000; beta-arrestin recruitment to beta2AR, cell-based reporter; Potency, µM (doses to about 46.1 µM), for the others: top-dose activation, hits mostly activators;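 note: potency is the fitted concentration of half-maximal effect; 0% = DMSO controls and full agonism = EC100 isoproterenol or metaproterenol; nearly all actives have a fitted effect of over 65% in size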
USP2a block: USP2a (human) protease inhibition; USP2 core, Ub-CHOP2 coupled fluorogenic reporter, 485/531; Potency, µM (highest dose often 38.3 µM), without a hit: at the highest dose activity change, negative = inhibition, actives largely listed as inhibitors; hit rate 0.01% among 330,000;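 note: potency is the fitted concentration of half-maximal effect; plate controls were DMSO wells for no effect and full inhibition by NEM control for full effect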
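USP2 core (10nM final) preincubated 30min RT with compound in 20mM Tris-HCl pH 8.0, 2mM CaCl2, 2mM beta-mercaptoethanol, 0.05% CHAPS; 25nM Ub-CHOP2 plus 25nM reporter substrate added, fluorescence (Ex485/Em531) read after 60min.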
Eya2 inh: blocks the phosphatase activity of human Eya2; hit rate 0.006% among 330,000; Potency, µM (highest dose often 76.9 µM), for the others: at the top dose activity, negative = inhibition, hits mostly inhibitors; recombinant Eya2, OMFP fluorescence dephosphorylation (OMFP is methylfluorescein phosphate); note: potency is the fitted concentration of half-maximal effect; % is set by controls: 0 for no effect and ±100 for the full control effect
Target sequence (O00167 whole entry, looked up): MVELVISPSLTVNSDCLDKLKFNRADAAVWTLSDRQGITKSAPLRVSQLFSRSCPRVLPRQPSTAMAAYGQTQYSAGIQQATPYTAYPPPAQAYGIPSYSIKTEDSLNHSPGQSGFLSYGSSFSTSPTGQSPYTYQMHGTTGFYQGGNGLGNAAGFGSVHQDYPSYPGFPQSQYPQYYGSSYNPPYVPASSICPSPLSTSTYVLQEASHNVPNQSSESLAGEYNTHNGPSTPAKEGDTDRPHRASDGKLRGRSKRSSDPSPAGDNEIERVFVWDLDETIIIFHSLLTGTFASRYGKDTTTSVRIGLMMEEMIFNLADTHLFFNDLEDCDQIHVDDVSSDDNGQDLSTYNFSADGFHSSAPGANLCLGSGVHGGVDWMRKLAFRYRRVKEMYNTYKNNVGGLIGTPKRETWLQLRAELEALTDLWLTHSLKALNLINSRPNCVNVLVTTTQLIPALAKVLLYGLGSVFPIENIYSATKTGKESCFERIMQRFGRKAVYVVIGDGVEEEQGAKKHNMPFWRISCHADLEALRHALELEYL
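Eya2 protein (added as 0.2 uM solution) was preincubated with compound for 10 min at ambient temperature in 50 mM HEPES pH 7.5, 50 mM NaCl, 5 uM MgCl2, 0.05% BSA, 1 mM DTT. OMFP (added at 50 uM) then reacted 10 min; fluorescence read at 485/525 nm.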
Integrin act MD: activates integrin-mediated alleviation for muscular dystrophy; Potency, µM (top dose mostly 38.3 µM), without a hit: at the top dose activation, most hits filed as activators; hit rate 0.064% among 350,000; AID 624291; alpha7betagal myoblasts, beta-gal FDG fluorescence, 48 h;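 note: potency is the fitted concentration of half-maximal effect; 100% = response of the positive control SU9516; nearly all actives have a fitted effect of over 60% in size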
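alpha7betagal+/- myoblasts (passage 13, 250/well) treated 48 h at 37C with compounds at 1:260 dilution of DMSO stock. Lysed, then beta-galactosidase activity read as FDG fluorescence (ex 480/em 540) after 30 min, with pre-read for autofluorescence.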
* marks the source's active call; other numbers are inactive results; & = joins results of further samples; [ ] = another dose, or the depositor's remark. Unless noted, calls come from the whole dose curve; as a rule, active = well fitted curve in the direction sought with a large enough effect; inconclusive = small, poorly fitted or top-dose-only effect, or another doubt; inactive = no such curve, though single readings can be large; an effect the other way counts as inactive or inconclusive.

Cc1c(Cl)cccc1S(=O)(=O)N1CCC(C(=O)NNC(=O)C2CC2)CC1 was read as BRCA1 expr act 0%, p53 reactivation -1%, ELG1 genotox 1%, TRPV1 agonist -3, S-ASM inh -4%, TSG101-PTAP inh -2%, uPA surface inh 3%, B2AR arrestin 0.0%, USP2a block 3%, Eya2 inh 12% and Integrin act MD 10%.
Screening CCN(CC(=O)Nc1c(F)cccc1F)C(=O)CSc1nnc(-c2ccco2)n1CC returned BRCA1 expr act 17%, p53 reactivation 4%, ELG1 genotox 5%, TRPV1 agonist 0, S-ASM inh 4%, TSG101-PTAP inh -1%, uPA surface inh 3%, B2AR arrestin -1.2%, USP2a block 1%, Eya2 inh -3% and Integrin act MD -13%.
Screening Cc1cc(Cl)ccc1OCC(=O)N(Cc1ccco1)C1CCS(=O)(=O)C1 (centres undefined) returned BRCA1 expr act -9%, p53 reactivation -2%, ELG1 genotox -1%, TRPV1 agonist 7, S-ASM inh -1%, TSG101-PTAP inh -7%, uPA surface inh 1%, B2AR arrestin -0.6%, USP2a block 10%, Eya2 inh 1% and Integrin act MD -2%.
`CCCCn1c(/N=C/c2c[nH]c3ccccc23)nc2ccccc21` gave BRCA1 expr act -30%, p53 reactivation -7%, ELG1 genotox -1%, TRPV1 agonist 29, S-ASM inh inconclusive, TSG101-PTAP inh -3%, uPA surface inh -12%, B2AR arrestin -0.6%, USP2a block -1%, Eya2 inh -3% and Integrin act MD -33%.
For CCCOc1ccc(CNC(=O)C2CCN(c3nn4c(=O)cc(C)nc4s3)CC2)cc1 the results were BRCA1 expr act -7%&-1%, p53 reactivation -1%, ELG1 genotox 0%, TRPV1 agonist -1, S-ASM inh -2%, TSG101-PTAP inh -7%, uPA surface inh inconclusive, B2AR arrestin 0.4%, USP2a block 4%, Eya2 inh 7% and Integrin act MD -10%.
COc1ccc(NS(=O)(=O)c2ccc(-c3coc(C)n3)cc2)c(OC)c1 was read as BRCA1 expr act -16%, p53 reactivation -2%, ELG1 genotox -4%, TRPV1 agonist -4, S-ASM inh 3%, TSG101-PTAP inh -6%, uPA surface inh -7%, B2AR arrestin 0.3%, USP2a block 0%, Eya2 inh -3% and Integrin act MD 0%.
For O=C(CN1CCN(C(=O)c2ccc(OCc3cn4ccccc4n3)cc2)CC1)Nc1cccc(F)c1 the results were BRCA1 expr act -2%, p53 reactivation 16%, ELG1 genotox 1%, S-ASM inh 7%, TSG101-PTAP inh -12%, uPA surface inh 1%, B2AR arrestin -0.6%, USP2a block 5%, Eya2 inh 3% and Integrin act MD 35%.
`CCCNC(=O)C1CNc2ccccc2O1` (centres undefined) gave BRCA1 expr act -7%, p53 reactivation -3%, ELG1 genotox 0%, TRPV1 agonist -1, S-ASM inh 0%, TSG101-PTAP inh -1%, uPA surface inh -13%, B2AR arrestin 0.0%, USP2a block 1%, Eya2 inh -7% and Integrin act MD 0%.
Screening Cc1sc2ncn(-n3c(C)ccc3C)c(=O)c2c1C returned BRCA1 expr act -12%, p53 reactivation -6%, ELG1 genotox -2%, TRPV1 agonist 13, S-ASM inh 1%, TSG101-PTAP inh -2%, uPA surface inh 4%, B2AR arrestin 0.0%, USP2a block 1%, Eya2 inh 12% and Integrin act MD -8%.
For COc1cccc(-c2ccc(=O)n(CC(=O)Nc3cc4c(cc3NC(C)=O)OCCO4)n2)c1 the results were BRCA1 expr act -20%, p53 reactivation -5%, ELG1 genotox -6%, TRPV1 agonist 17, S-ASM inh -3%, TSG101-PTAP inh -4%, B2AR arrestin -0.2%, USP2a block -1%, Eya2 inh 6% and Integrin act MD -15%.
Screening COc1ccc(NS(=O)(=O)c2cccc(C(=O)N/N=C(\C)c3ccc(-n4ccnc4)cc3)c2)cc1 returned BRCA1 expr act 2%, p53 reactivation -1%, ELG1 genotox 6%, TRPV1 agonist 3, S-ASM inh 0%, TSG101-PTAP inh 0%, uPA surface inh 3%, B2AR arrestin 0.5%, USP2a block -5%, Eya2 inh -27% and Integrin act MD 4%.
For COC(=O)Cc1csc(Nc2ccccc2)n1 the results were BRCA1 expr act 52%, p53 reactivation inconclusive, ELG1 genotox 12%, TRPV1 agonist 4, S-ASM inh -1%, TSG101-PTAP inh 2%, uPA surface inh -7%, B2AR arrestin 1.0%, USP2a block 4%, Eya2 inh 0% and Integrin act MD 4%.
Cc1ccc(C(=O)c2ccc(C(F)(F)F)cc2)cc1 was read as p53 reactivation -1%, ELG1 genotox -2%, TRPV1 agonist 10, B2AR arrestin -0.1%, USP2a block 5% and Eya2 inh -14%.
`O=C(Nc1ccnc(-c2ccncc2)n1)c1ccccc1Cl` gave BRCA1 expr act -1%, p53 reactivation 1%, ELG1 genotox 1%, TRPV1 agonist 1, S-ASM inh 0%, TSG101-PTAP inh 1%, uPA surface inh 2%, B2AR arrestin 0.1%, USP2a block 2%, Eya2 inh 14% and Integrin act MD 6%.
`O=C(NCCN1CCOCC1)c1ccc(=O)oc1` gave BRCA1 expr act -21%, p53 reactivation 2%, ELG1 genotox 0%, TRPV1 agonist 0, S-ASM inh 13%, TSG101-PTAP inh -4%, uPA surface inh -1%, B2AR arrestin -0.7%, USP2a block 2%, Eya2 inh -10% and Integrin act MD -20%.
`CCc1ccc(NC(=O)C(=S)NC2CCCCC2)cc1` gave BRCA1 expr act 2µM*, p53 reactivation 20%, ELG1 genotox 8.2µM*, TRPV1 agonist -2, S-ASM inh 31%, TSG101-PTAP inh -3%, uPA surface inh 3%, B2AR arrestin -0.4%, USP2a block 1%, Eya2 inh 0% and Integrin act MD 0%.
`COc1ccccc1N1CCN(C2CCCN(C(=O)C3=NN(C)C(=O)CC3)C2)CC1` (centres undefined) gave BRCA1 expr act 0%, p53 reactivation inconclusive, ELG1 genotox -1%, TRPV1 agonist 0, S-ASM inh -2%, TSG101-PTAP inh 4%, uPA surface inh -3%, B2AR arrestin 0.5%, USP2a block 3%, Eya2 inh 0% and Integrin act MD inconclusive.
For CCCc1cc(O)c2c(C)cc(=O)oc2c1 the results were BRCA1 expr act -17%, p53 reactivation -11%, ELG1 genotox 0%, TRPV1 agonist 16, S-ASM inh 0%, TSG101-PTAP inh 1%, uPA surface inh -2%, B2AR arrestin -0.4%, USP2a block 1%, Eya2 inh 1% and Integrin act MD 4%.
For COC(=O)[C@@]12CCCCN1[C@H](c1ccc(-c3ccc(Cl)c(Cl)c3)c(OC)c1)[C@@H]1C(=O)N(C)C(=O)[C@@H]12 the results were BRCA1 expr act -14%, S-ASM inh -10%, TSG101-PTAP inh 1%, uPA surface inh inconclusive and Integrin act MD -8%.
`Cc1ccc(C(=O)NNC(=S)Nc2cccc3ccccc23)s1` gave BRCA1 expr act -17%, p53 reactivation inconclusive, ELG1 genotox 4%, TRPV1 agonist 1, S-ASM inh 0%, TSG101-PTAP inh 0%, uPA surface inh -6%, B2AR arrestin -0.2%, USP2a block 0%, Eya2 inh -9% and Integrin act MD 22%.
Screening CN(NC1CC(=O)N(c2ccccc2)C1=O)c1ccccc1 (centres undefined) returned BRCA1 expr act 45%, p53 reactivation inconclusive, ELG1 genotox 2%, TRPV1 agonist 11, S-ASM inh -2%, TSG101-PTAP inh 5%, uPA surface inh -2%, B2AR arrestin -1.2%, USP2a block -2%, Eya2 inh 1% and Integrin act MD 21%.
`O=C(Cn1cnc2cc([N+](=O)[O-])ccc2c1=O)Nc1cccc2ccccc12` gave BRCA1 expr act 17%, p53 reactivation -5%, ELG1 genotox -5%, TRPV1 agonist -4, S-ASM inh -2%, TSG101-PTAP inh -4%, uPA surface inh 1%, B2AR arrestin 0.4%, USP2a block -13%, Eya2 inh 0% and Integrin act MD -15%.
For CCC1=NC(c2ccccc2)N(O)C1(C)C (centres undefined) the results were BRCA1 expr act -13%, p53 reactivation 2%, ELG1 genotox -2%, TRPV1 agonist 0, S-ASM inh -1%, TSG101-PTAP inh -5%, uPA surface inh 8%, B2AR arrestin -3.7%, USP2a block -2%, Eya2 inh 2% and Integrin act MD -3%.
COc1cccc(Oc2nc(-c3ccncc3)nc3ccccc23)c1 was read as BRCA1 expr act -99%[inhibitor], p53 reactivation -2%, ELG1 genotox -9%, TRPV1 agonist 21, S-ASM inh -9%, TSG101-PTAP inh -3%, uPA surface inh 9%, B2AR arrestin -0.1%, USP2a block -2%, Eya2 inh 9% and Integrin act MD -32%.
